# Growth percent in the NCI-60 one-dose screen (48 h, 10 µM unless noted): 100 = growth as untreated, 0 = no growth, -100 = all killed.
# SK-MEL-2 = SK-MEL-2 melanoma; 77,000 tested, 4.7% active; AID 1794763
# T-47D = T-47D breast cancer; 79,000 tested, 5% active; AID 1794792
# UACC-62 = UACC-62 melanoma. 81,000 tested, 5.4% active. AID 1794756
# BT-549 = BT-549 breast cancer; 78,000 tested, 4.4% active; AID 1794793
# LOX IMVI = LOX IMVI melanoma; AID 1794757; 79,000 tested, 7.4% active
# MALME-3M = MALME-3M melanoma; AID 1794766; 78,000 tested, 5.8% active
# UACC-257 = UACC-257 melanoma. 78,000 tested, 4.4% active. AID 1794764
# HS 578T = HS 578T breast cancer; 78,000 tested, 4.1% active
# * = called active by the depositor; . = not tested or not shown; & = joins results of further samples; ! = not active in a repeat. The calls were made as follows: active = growth percent below 10; inactive = the rest.
# Fields: SK-MEL-2, T-47D, UACC-62, BT-549, LOX IMVI, MALME-3M, UACC-257, HS 578T
> CCN(CC)CCCN1C(=O)c2c(c(C)c3c(oc4cc(O)ccc43)c2C)C1=O
  98, 98, 95, 95, -93*, -80*, 94, 101
> Cn1cc(-c2nc(N)nnc2-c2c[nH]c3ccc(Br)cc23)c2cc(Br)cnc21
  13, 35, 8.3*, -33*, 17, 4.8*, 47, 30
> O=C1NCC(c2cc3ccccc3[nH]c2=O)Nc2ccccc21 (configuration not stated)
  100, 91, 98, 96, 99, 97, ., 99
> CCCCC(=O)O[C@H]1CCC2C3CCc4cc(O)ccc4C3CC[C@@]21C (some centres not stated)
  90, 100, 84, 99, 95, 98, 106, 86
> O=C1OCN(c2cccc(Cl)c2)c2ccccc21
  103, 77, 87, 89, 90, 101, 112, 101
> O=Cc1sc2ccccc2c1Br
  111, 97, 81, 115, 84, 86, 104, 99
> Cc1ccc(S(=O)(=O)n2cc(-c3csc(-c4c[nH]c5ncccc45)n3)c3ccccc32)cc1
  ., 47, 81, 98, 99, 100, 94, 102
> C[C@]12CC[C@@H]3c4ccc(O)cc4CC[C@H]3[C@@H]1COC2=O
  97, 109, 84, 111, 91, 112, 114, 111
> CC(O)c1ccccc1Br (configuration not stated)
  125, 101, 88, ., 94, 109, 111, 100
> C=C(c1ccc(F)cc1)C1CC1
  117, 100, 104, 103, 93, 110, 101, 104

# Shown with tabs: part of the list above.
canonical_smiles	SK-MEL-2	T-47D	UACC-62	BT-549	LOX IMVI	MALME-3M	UACC-257	HS 578T
Cc1ccc(S(=O)(=O)n2cc(-c3csc(-c4c[nH]c5ncccc45)n3)c3ccccc32)cc1	.	47	81	98	99	100	94	102
C=C(c1ccc(F)cc1)C1CC1	117	100	104	103	93	110	101	104
O=Cc1sc2ccccc2c1Br	111	97	81	115	84	86	104	99
O=C1NCC(c2cc3ccccc3[nH]c2=O)Nc2ccccc21 (configuration not stated)	100	91	98	96	99	97	.	99
CCN(CC)CCCN1C(=O)c2c(c(C)c3c(oc4cc(O)ccc43)c2C)C1=O	98	98	95	95	-93*	-80*	94	101
CCCCC(=O)O[C@H]1CCC2C3CCc4cc(O)ccc4C3CC[C@@]21C (some centres not stated)	90	100	84	99	95	98	106	86

# Next section
# Fields: SK-MEL-2, T-47D, UACC-62, BT-549, LOX IMVI, MALME-3M, UACC-257, HS 578T
> NC(=O)N/N=C/c1ccc(O)cc1
  94, ., 106, 97, 101, 98, 99, 109
> c1ccc(-c2nc3sc(-c4ccccc4)cn3n2)cc1
  95, 37, 67, 100, 83, 124, 86, 90
> Cc1ccc(/C=N/Nc2nc3c(c(=O)n(C)c(=O)n3C)n2C)cc1
  114, 101, ., 93, 103, 109, ., .
> CCN(CC)CCn1c(=N)n(CC(O)c2ccc(Cl)c(Cl)c2)c2ccccc21 (configuration not stated)
  97, 66, -31*, 77, 76, -36*, -60*, 80
> CCCC(=O)C(CCN(C)C)c1ccccn1 (configuration not stated)
  109, 114, 113, ., 101, 110, 108, 100
> Nc1[nH]c(=O)nc2oc(-c3ccccc3)c(-c3ccccc3)c12
  97, 57, 78, 100, 84, 101, 99, 73
> CN(C)c1ccc(/C=C/c2n(Cc3ccc4ccccc4c3)c3ccccc3[n+]2Cc2ccc3ccccc3c2)cc1
  -71*, -55*, -93*, -87*, -96*, -68*, -74*, -46*
> COc1ccc(/C=N/NC(=O)c2cn(C3CC3)c3c(OC)c(N4CC5CCCNC5C4)c(F)cc3c2=O)cc1 (configuration not stated)
  107, 86, 100, 112, 20, 90, 106, 99
> CC(C)(CO)N(CC(=O)O)CC(=O)O
  104, ., 100, 100, 99, 101, 94, 92
> CN1CCN(CCCOc2ccc3ncnc(Nc4ccc(Oc5cccc(C(F)(F)F)c5)c(Cl)c4)c3c2)CC1
  40, 19, -76*, 70, -88*, -90*, -53*, 27

# Going on with the list.
# Fields: SK-MEL-2, T-47D, UACC-62, BT-549, LOX IMVI, MALME-3M, UACC-257, HS 578T
> C=CCn1c(C)nc2ccc(Nc3nc(N4CCN(C)CC4)nc4ccccc34)cc21
  102, 79, 100, 79, 82, 104, 101, 77
> C1CN(CSCN2CCOCC2)CCO1
  87, 106, 106, 103, 98, 99, 102, 107
> O=C(CN1CCCC1)Nc1nc(-c2ccc(Cl)cc2)cs1
  99, 79, 99, 89, 96, 96, ., 94
> FC(F)(F)Sc1ccc(/C=C/c2cc(/C=C/c3ccc(SC(F)(F)F)cc3)n(-c3ccccc3)n2)cc1
  101, 84, 85, 103, 97, 99, 86, 99
> COc1ccccc1C(=O)Nc1cccc(-c2cc(=O)c3ccccc3o2)c1
  101, 90, 93, 99, 94, 102, 86, 92
> CNc1nc(Cl)nc2ncn(C)c12
  106, 114, 113, 122, 106, 122, 115, 108
> CC(C)CC[n+]1cccc(C(N)=O)c1
  113, 98, 104, 98, 96, 87, 118, 118
> Cc1ccc(S(=O)(=O)Nc2nc3ccccc3nc2Nc2ccc3nsnc3c2)cc1
  7.4*, 63&34, 13&19, 52&37, 47&66, 9.8*!, 54&27, 11
> Cc1ccc(S(=O)(=O)Nc2ccc(-c3cc(-c4cccc(F)c4)c(C#N)c(N)n3)cc2)cc1
  17, -27*, -6.9*, 7.4*, ., 44, 42, 31
> O=C(O)c1ccc(C(=O)c2ccc([N+](=O)[O-])cc2)cc1
  97, 96, 111, 95, 94, 99, 100, 112

# 3 entries already listed, ordered by SMILES length, smallest number first:
# Fields: SK-MEL-2, T-47D, UACC-62, BT-549, LOX IMVI, MALME-3M, UACC-257, HS 578T
> CC(C)CC[n+]1cccc(C(N)=O)c1
  113, 98, 104, 98, 96, 87, 118, 118
> COc1ccccc1C(=O)Nc1cccc(-c2cc(=O)c3ccccc3o2)c1
  101, 90, 93, 99, 94, 102, 86, 92
> FC(F)(F)Sc1ccc(/C=C/c2cc(/C=C/c3ccc(SC(F)(F)F)cc3)n(-c3ccccc3)n2)cc1
  101, 84, 85, 103, 97, 99, 86, 99

# (list continues)
# Fields: SK-MEL-2, T-47D, UACC-62, BT-549, LOX IMVI, MALME-3M, UACC-257, HS 578T
> CS(=O)(=O)N1CCN(C(=O)c2ccc(Oc3ccc(C(=O)N4CCN(S(C)(=O)=O)CC4)cc3)cc2)CC1
  118, 107, 100, 114, ., 102, 109, 117
> CCOC(=O)C1(Cc2ccccc2C#N)CCCCC1=O (configuration not stated)
  107, 102, 78, 110, 94, 89, 93, 101
> CN1C(=O)N(C)C2C1NN=c1s/c(=C\c3ccc(F)cc3)c(=O)n12 (configuration not stated)
  49, 13, 27, 44, 36, 32, 1.7*, 15
> CC(=O)C(Cl)C(=O)c1c(C)[nH]n(-c2ccccc2)c1=O (configuration not stated)
  ., 87, 91, 90, 92, 86, 79, 111
> CSc1ccccc1C#C/C=C\C#Cc1ccccc1N1CCCCC1=O
  71, 95, 78, 92, 92, 89, ., -20*
> CCCCOc1nc2c(C)cccc2cc1/C=C/C(=O)/C=C(/C=C/c1cc2cccc(C)c2nc1OCCCC)OB(F)F
  102, 102, 97, 99, 103, 111, 92, 86
> CCOC(=O)c1c(NC(=O)c2cccc(C(F)(F)F)c2)sc2c(CN(C)C)c(O)ccc12
  108, 70, 102, 96, 16, -39*, -10*, 90
> OCC1CCCN(Cc2ccc(-c3ccccc3)cc2)C1 (configuration not stated)
  101, 99, 106, 100, 101, 103, 101, 92
> O=C(Nc1ccc(-n2ccc3c(NC(=O)c4ccccc4)ncnc32)cc1)Nc1ccc(Cl)c(C(F)(F)F)c1
  -22*, 12, 30, 56, 3.0*, 15, 7.7*, .
> CC[C@]12C=CCN3CC[C@]4(C(=C(C(=O)OC)C1)Nc1cc5c(cc14)[C@@H]1[C@H](O5)[C@@H](O)[C@@]4(CC)CC(C(=O)OC)=C5Nc6cc(OC)ccc6[C@@]56CCN1[C@@H]46)[C@@H]32
  32, 9.3*, 9.0*, 38, -86*, 25, 30, 12

# Next section.
# Fields: SK-MEL-2, T-47D, UACC-62, BT-549, LOX IMVI, MALME-3M, UACC-257, HS 578T
> O=C1C=C(C(O)c2ccccc2)C(=O)c2ccccc21 (configuration not stated)
  ., 63, 80, 101, 80, 95, 86, 107
> CCOC(=O)C1=C(CC(C)(C)O)NC(=O)NC1c1ccccc1 (configuration not stated)
  108, 107, 95, 106, 99, 100, 97, 116
> CC1c2ccccc2-c2ccccc21
  106, 108, 101, 109, 99, 102, 101, 106
> CC1=C(C(=O)Nc2ccc(Cl)cc2)C(c2ccc3c(c2)OCO3)NC(=S)N1 (configuration not stated)
  107, 90, 91, 90, 96, 92, 93, 92
> COc1ccc(CCNC(=O)c2cc(S(=O)(=O)N3CC(C)CC(C)C3)ccc2Sc2ccc(F)cc2)cc1OC (configuration not stated)
  109, 98, 87, 136, 103, 99, 100, 92
> CCCN(CCC)c1ncnc2[nH]ncc12
  113, 100, 104, 98, 92, 128, 123, 105
> Cc1ccc(C(=O)Nc2ccccc2C(=O)N/N=C(\c2ccccc2)c2ccccn2)cc1
  41, 13, 5.3*, 13, 5.8*, 38, 8.3*, 68
> COc1cc2ncnc(N3CCC(Cc4ccccc4)CC3)c2cc1OC
  109, 92, 107, 104, 98, 119, 97, 100
> Nc1nc(N)c2c(n1)NC(c1ccccc1)CC(c1ccc(Nc3nc(NCCO)nc(N4CCOCC4)n3)cc1)=N2 (configuration not stated)
  89, 70, 101, 67, 88, ., 100, 67
> O=C1OC2N(C(=O)CSc3ccccc31)C13CCC(=O)N1c1ccccc1C(=O)C2(c1ccccc1)O3 (configuration not stated)
  96, 92, 92, 105, 95, 95, 95, 103

# (more compounds)
# Fields: SK-MEL-2, T-47D, UACC-62, BT-549, LOX IMVI, MALME-3M, UACC-257, HS 578T
> O=C(C(=O)c1ccc2c(c1)OCO2)c1ccc2c(c1)OCO2
  112, 113, 105, 101, 106, 104, 88, 96
> Cc1ccc(S(=O)(=O)NC(=O)N2CCCC2)cc1
  89, 98, 109, 82, 101, 79, 101, 110
> Br/C(=C(\Br)c1ccccc1)c1ccccc1
  105, 97, 109, 109, 103, 119, 116, 116
> Cn1ccnc1C(=O)/C=C/c1ccc(CNC(=O)c2ccc(S(F)(F)(F)(F)F)cc2)cc1
  93, 25, 31, 36, -80*, 90, 90, 23
> COc1cc(CN2CCC(N3CCCC3=O)c3ccccc32)cc(OC)c1OC (configuration not stated)
  90, 68, 64, 124, 76, 72, 72, 88
> COc1cc(-c2ncc(-c3ccccc3)[nH]2)ccc1O
  ., 88, 94, 133, 110, 115, 109, 95
> CC(C)c1ccc(C(=O)Nc2sc3cc(O)ccc3c2C#N)cc1
  48, 36, 18, 21, 25, 39, 51, 27
> Cc1ccc(S(=O)(=O)N2CCC(C(=O)Nc3ccc(F)cc3F)CC2)cc1
  34, 89, 86, 97, 82, 104, ., -32*
> COc1cc(C=O)ccc1OC(=O)c1cc(-c2ccc(Cl)cc2)n(-c2ccc(S(C)(=O)=O)cc2)n1
  108, 75, 83, 103, 89, 104, 110, 96
> CCOC(=O)C(C#N)C(=N)CC(=O)O (configuration not stated)
  ., 94, 95, 111, 104, 100, 99, 130

# As entered above.
# Result of `COc1cc(C=O)ccc1OC(=O)c1cc(-c2ccc(Cl)cc2)n(-c2ccc(S(C)(=O)=O)cc2)n1` in MALME-3M: 104
# Result of `O=C(C(=O)c1ccc2c(c1)OCO2)c1ccc2c(c1)OCO2` in BT-549: 101

# Next section
# Fields: SK-MEL-2, T-47D, UACC-62, BT-549, LOX IMVI, MALME-3M, UACC-257, HS 578T
> O=C(Nc1ccc(Cl)cc1)c1ccc2c(c1)NC(=O)[C@@H]1CCCN21
  87, 79, 83, 90, 79, 94, 88, 99
> Cc1noc2c(Cc3ccc([N+](=O)[O-])cc3)nn(CC(=O)N/N=C/c3ccc(F)cc3)c(=O)c12
  113, 81, 74, 73, 83, 61, 87, 46
> C#CCCCCCC(=O)CC(=O)N[C@H]1CCOC1=O
  116, 100, 98, 113, 97, 105, 110, 105
> CCOC(=O)CNC(=O)C(Cc1ccccc1)NC(=O)c1ccccc1[N+](=O)[O-] (configuration not stated)
  104, 124, 103, 118, 100, 110, 103, 114
> Cc1ccc2nc(C(F)(F)F)cc(NN)c2c1
  97, 112, 106, 103, 99, 97, 92, 102
> CC(C)N=C(N)/N=C(\N)Nc1ccc2ccc3ccccc3c2c1
  -82*, -68*, -76*, -55*, ., -90*, -79*, .
> COc1cc2nccc(Oc3ccc(NC(=O)C4(C(=O)Nc5ccc(F)cc5)CC4)cc3)c2cc1OC(=O)c1ccc([N+](=O)[O-])cc1
  98, 89, 80, 90, 89, 82, 107, 53
> CCCOC(=O)c1nc(N(CC2CCCCC2)C(=O)NC)sc1/N=C/c1ccccc1
  0.0*, 15, 4.7*, 19, ., 12, 38, .
> Cc1nn(-c2ccc(Cl)cc2)c2nc3c(nc12)C(=O)c1ccccc1-3
  80, 74, 55, 82, 51, 85, 92, 64
> COc1ccc(OC)c(NC(=O)NN(C)C)c1
  106, ., 90, 86, 100, 98, 100, 89

# Quoted at random: 4 entries already listed
# Fields: SK-MEL-2, T-47D, UACC-62, BT-549, LOX IMVI, MALME-3M, UACC-257, HS 578T
> O=Cc1sc2ccccc2c1Br
  111, 97, 81, 115, 84, 86, 104, 99
> CCCOC(=O)c1nc(N(CC2CCCCC2)C(=O)NC)sc1/N=C/c1ccccc1
  0.0*, 15, 4.7*, 19, ., 12, 38, .
> O=C(Nc1ccc(Cl)cc1)c1ccc2c(c1)NC(=O)[C@@H]1CCCN21
  87, 79, 83, 90, 79, 94, 88, 99
> CC(C)c1ccc(C(=O)Nc2sc3cc(O)ccc3c2C#N)cc1
  48, 36, 18, 21, 25, 39, 51, 27

# Bioassay records (PubChem BioAssay)
